# Compound activity: PubChem, National Center for Advancing Translational Sciences (NCATS)
# USP1 inh = Inhibitors of USP1/UAF1: Primary Screen | Ubiquitin carboxyl-terminal hydrolase 1 (Homo sapiens), O94782 | recombinant USP1/UAF1, Ub-Rhodamine cleavage fluorescence | Potency, µM (doses to about 57.1 µM), for the others: at the highest dose activity change, negative = inhibition, usual class: inhibitors | hit rate 0.23% among 390,000 | AID 743255, 2014; further: potency means the concentration at half of the fitted maximal effect; on the % scale 0 is the no-effect control and ±100 the full control effect; nearly all actives have a fitted effect of over 60% in size; inactives centre near -12
#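 High-throughput fluorogenic screen: 1nM USP1/UAF1 complex, Ub-Rho substrate 150nM final, 50mM HEPES pH 7.8 with 0.5mM EDTA, 0.1 mg/ml BSA, 1mM TCEP and 0.01% Tween-20.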
# rTrxR1 inhibitor = qHTS Assay for Inhibitors of Mammalian Selenoprotein Thioredoxin Reductase 1 (TrxR1): qHTS; Thioredoxin reductase 1, cytoplasmic (Rattus norvegicus), O89049; recombinant rTrxR1, NADPH fluorescence consumption, selenite substrate; Potency, µM (highest dose often 114 µM), for the others: top-dose activity change, negative = inhibition, actives largely listed as inhibitors; hit rate 1% among 390,000; further: potency means the concentration at half of the fitted maximal effect; on the % scale 0 is the no-effect control and ±100 the full control effect; nearly all actives have a fitted effect of over 65% in size
# Target sequence (O89049 whole entry, looked up): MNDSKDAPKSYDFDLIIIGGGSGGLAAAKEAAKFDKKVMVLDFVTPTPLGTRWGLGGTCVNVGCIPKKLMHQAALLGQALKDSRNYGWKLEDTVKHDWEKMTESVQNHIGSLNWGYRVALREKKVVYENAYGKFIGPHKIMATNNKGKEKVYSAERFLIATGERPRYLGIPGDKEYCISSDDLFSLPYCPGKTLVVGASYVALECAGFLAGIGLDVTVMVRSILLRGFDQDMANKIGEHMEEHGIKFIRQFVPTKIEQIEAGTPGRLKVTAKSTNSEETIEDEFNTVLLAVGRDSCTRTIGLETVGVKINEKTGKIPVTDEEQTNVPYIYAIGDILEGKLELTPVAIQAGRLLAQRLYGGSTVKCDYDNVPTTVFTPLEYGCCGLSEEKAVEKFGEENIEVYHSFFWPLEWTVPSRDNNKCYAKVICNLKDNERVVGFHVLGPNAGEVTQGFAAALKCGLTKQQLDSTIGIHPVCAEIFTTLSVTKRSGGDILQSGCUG
#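 Rat TrxR1 (90 nM in the dispensed reagent) was pre-reduced with 400 uM NADPH for 5 min at room temperature, then incubated with compound for 15 min. After 400 uM selenite was added, NADPH fluorescence (Ex 340/Em 450 nm) was followed for 8 min.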
# D2 antagonist = HTS Assay for Allosteric Antagonists of the Human D2 Dopamine Receptor: Primary Screen for Antagonists | D(2) dopamine receptor (Homo sapiens), P14416 | HEK293 TREx D2 cells, calcium flux, dopamine EC80 | inhibition, % at 10 µM | hit rate 2% among 340,000; in the data active means inhibition above about 30%; further: 0% is about no effect
#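 Calcium flux kinetic readout in an inducible HEK293 TREx D2 line plated overnight at 30 C. After 180 s compound exposure, an EC80 dopamine challenge follows with another 180 s kinetic read to detect antagonism.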
# IDH1 R132H inh = qHTS for Inhibitors of mutant isocitrate dehydrogenase 1 (IDH1): qHTS; Isocitrate dehydrogenase [NADP] cytoplasmic (Homo sapiens), O75874; IDH1-R132H enzyme, NADPH consumption, diaphorase/resazurin fluorescence; Potency, µM (highest dose often 76.6 µM), without a hit: at the top dose activity change, negative = inhibition, usual class: inhibitors; hit rate 0.093% among 390,000; further: potency means the concentration at half of the fitted maximal effect; on the % scale 0 is the no-effect control and ±100 the full control effect; nearly all actives have a fitted effect of over 65% in size
# Target sequence (O75874 whole entry R132H, stated change not applied): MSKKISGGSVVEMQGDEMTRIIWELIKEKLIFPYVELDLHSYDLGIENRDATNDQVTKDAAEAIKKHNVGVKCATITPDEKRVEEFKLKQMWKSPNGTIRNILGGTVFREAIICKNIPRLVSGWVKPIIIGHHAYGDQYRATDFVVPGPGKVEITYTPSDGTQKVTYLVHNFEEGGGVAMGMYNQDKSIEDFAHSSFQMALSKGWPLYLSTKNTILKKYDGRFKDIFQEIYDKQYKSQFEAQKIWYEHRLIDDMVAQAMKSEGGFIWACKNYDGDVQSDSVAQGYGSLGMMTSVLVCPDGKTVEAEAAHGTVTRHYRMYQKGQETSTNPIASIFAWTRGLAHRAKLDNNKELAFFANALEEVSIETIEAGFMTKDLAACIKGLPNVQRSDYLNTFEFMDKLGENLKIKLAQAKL
#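 IDH1-R132H (0.5 ug/mL dispensed) in pH 7.5 Tris buffer was preincubated 30 min with compound, then given a substrate mix of 0.016 mM NADPH and 2 mM alpha-KG for 80 min at room temperature; remaining NADPH was read by diaphorase/resazurin fluorescence.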
# TRHR ag = qHTS for Small Molecule Agonists and Allosteric Enhancers of Human TRH Receptor: Primary Screen for Agonists. Thyrotropin-releasing hormone receptor (Homo sapiens), P34981. activation, % at 2 µM. TRHR cells, calcium flux fluo-8, FDSS agonist mode. hit rate 0.18% among 360,000; in the data active means activation above about 30%; further: 0% is about no effect
#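 Agonist-mode FDSS calcium read (Ex 480/Em 530, 1 s cycles) in 1536-well TRHR cells with fluo-8 dye, after 10-cycle baseline and 23 nL compound addition; TRH at EC20 (10 nM final) added afterwards for the enhancer phase.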
# TRHR enhancer = qHTS for Small Molecule Agonists and Allosteric Enhancers of Human TRH Receptor: Primary Screen for Enhancers. TRHR cells, fluo-8 calcium fluorescence, EC20 TRH enhancement. enhancement, % at 2 µM. hit rate 0.66% among 360,000. AID 493056, 2011; in the data active means enhancement above about 30%; further: 0% is about no effect
#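 Enhancer read-out: after compound pinning and an initial kinetic agonist-mode read, an EC20 of TRH (10 nM final) was injected and fluo-8 calcium signal (Ex 480/Em 530) followed at 1 s/cycle for 100 cycles in TRHR-expressing cells.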
# D2 ag = HTS Assay for Allosteric Agonists of the Human D2 Dopamine Receptor: Primary Screen for Agonists. D(2) dopamine receptor (Homo sapiens), P14416. HEK293 T-REx D2 cells, calcium flux agonist mode. activation, % at 2 µM. hit rate 0.53% among 340,000;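 active means activation over 3 SD above normal in the single-dose calcium agonist read, cut at about 30% in these data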; further: 0% is about no effect
#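 Agonism scored from kinetic calcium signal (1 read/sec, 180 s) following compound pin transfer, after a 10 s baseline. Cells: HEK293 Trex line expressing inducible D2 receptor coupled to calcium, dye-loaded after overnight culture at 30 C.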
# TrxR1 substrate = qHTS Assay for Substrates of Mammalian Selenoprotein Thioredoxin Reductase 1 (TrxR1): qHTS. Thioredoxin reductase 1, cytoplasmic (Rattus norvegicus), O89049. purified TrxR1 substrate turnover, NADPH consumption readout. Potency, µM (highest dose often 114 µM), without a hit: at the highest dose activity change, negative = substrate turnover. hit rate 0.01% among 390,000; further: potency means the concentration at half of the fitted maximal effect; on the % scale 0 is the no-effect control and ±100 the full control effect; nearly all actives have a fitted effect of over 50% in size
#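 Rat TrxR1, dispensed at 90 nM, was prereduced with 400 uM NADPH (final) for 5 min at ~22 deg C, then incubated with compound 15 min before 400 uM selenite. A first-read NADPH fluorescence drop versus no-compound background flagged substrates.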
# PI4K2A inh = qHTS for small molecular inhibitors of PI4K2A; Phosphatidylinositol 4-kinase type 2-alpha (Homo sapiens), Q9BTU6; purified PI4K2A, ADP-Glo luminescence, 1 h; active compounds read low; activity change, negative = inhibition, % at 76.9 µM; hit rate 0.13% among 420,000; AID 1346378, 2018; in the data active means activity change below about -50%; inconclusive means mostly about -30% to -49%;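 further: -100% = wells without enzyme as full effect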
#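 PI4K2A activity was measured by ADP-Glo luminescence: enzyme (4 ug/mL stock) and phosphatidylinositol (1.2 mM stock) in Tris pH 7.5/MgCl2/EGTA/Triton X-100 buffer were reacted with ATP (300 microM stock) for one hour at ambient temperature.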
# Starred values were filed as active, the others as inactive; ? = inconclusive; nt = no result given; [ ] = another dose, or the depositor's remark. Unless noted, the call rests on the fitted dose curve; in most records, active means well fitted inhibition curve with a large enough effect; inconclusive means small, poorly fitted or top-dose-only effect; inactive means no such curve, though single readings can be large or run the other way. Rows are unselected. About 3.9% of those tested had a hit in this group.
SMILES,USP1 inh,rTrxR1 inhibitor,D2 antagonist,IDH1 R132H inh,TRHR ag,TRHR enhancer,D2 ag,TrxR1 substrate,PI4K2A inh
O=C(CSc1nc2scc(-c3ccccc3)c2c(=O)[nH]1)NCCc1ccccc1,-13%,-15%,-5,4%,-0.7,0,-0.8,-12%,2
Cn1c(=O)c([N+](=O)[O-])c(NCc2ccccc2)c2ccccc21,-18%,0%,1,1%,0.8,5,0.1,-5%,2
CCN(CC(=O)Nc1c(F)cccc1F)C(=O)CNC(=O)c1ccc(C)s1,-9%,0%,-30,4%,1.7,-1,0.2,2%,-2
CCOCCn1cnc2sc(C(=O)Nc3ccccc3C(=O)OC)c(C)c2c1=O,-17%,25%[57.1 µM],nt,10%,0.6,4,-0.5,-4%[57.1 µM],3
CCOC(=O)N=S(N)(=O)c1ccc(Cl)cc1 (stereo unspecified),9%,2%,-13,11%,0.2,1,-0.3,10%[57.1 µM],-3
CCN(CC)C(=O)c1ccc(C(=O)c2ccccc2)cc1,-14%,26%,nt,1%,-0.5,3,nt,11%,-1
COc1ccc(/C=N/n2c(SC)nnc(C(C)(C)C)c2=O)cc1OC,-9%,-14%,-7,2%,0.1,3,-1.0,-18%,0
O=C(/C=C/c1ccccc1)N/C(=C\c1ccco1)C(=O)O,-16%,0%,15,0%,-1.1,-1,-1.3,-1%,-4
COc1ccc(-n2nc(C(=O)NCC(=O)NCCC3=CCCCC3)c3ccccc3c2=O)cc1OC,-1%,10%,-12,0%,-1.7,8,-2.2,6%,-13
Cc1ccc(OCCCCn2c(CCNC(=O)C(C)(C)C)nc3ccccc32)cc1,-8%,12%,nt,26%,-0.5,-1,nt,0%,0
CC1CCCCN1C(=O)CSc1nnc(-c2c[nH]c3ccccc23)o1 (stereo unspecified),2%,19%,-13,1%,-0.4,3,-0.6,9%[57.1 µM],-1
CCOc1ccc2c(c1)cc(CN(C(=O)CC)C1CCCCC1)c1nnnn12,-20%,16%,-3,6%,-1.5,-3,0.0,9%,-2

# A different layout for some results above.
> COc1ccc(/C=N/n2c(SC)nnc(C(C)(C)C)c2=O)cc1OC
  USP1 inh: -9%; rTrxR1 inhibitor: -14%; D2 antagonist: -7; IDH1 R132H inh: 2%; TRHR ag: 0.1; TRHR enhancer: 3; D2 ag: -1.0; TrxR1 substrate: -18%; PI4K2A inh: 0
> O=C(/C=C/c1ccccc1)N/C(=C\c1ccco1)C(=O)O
  USP1 inh: -16%; rTrxR1 inhibitor: 0%; D2 antagonist: 15; IDH1 R132H inh: 0%; TRHR ag: -1.1; TRHR enhancer: -1; D2 ag: -1.3; TrxR1 substrate: -1%; PI4K2A inh: -4

# Going on with the list:
SMILES,USP1 inh,rTrxR1 inhibitor,D2 antagonist,IDH1 R132H inh,TRHR ag,TRHR enhancer,D2 ag,TrxR1 substrate,PI4K2A inh
CN1C(=O)S/C(=C/c2ccc(OCc3cccc(C(=O)O)c3)cc2)C1=O,-4%,1%[57.1 µM],9,3%,0.6,-1,1.9,-8%[57.1 µM],-3
Cc1cccn2c(=O)nc(SCC(=O)NCc3ccc4c(c3)OCO4)nc12,-9%,1%[57.1 µM],3,2%,-0.4,7,-0.4,-2%[57.1 µM],-1
COc1ccc(/C=C/C(=O)c2c(C)cc(C)[nH]c2=O)c2ccccc12,14%,-10%,-5,-4%,0.7,0,0.6,-4%,4
CN(C)S(=O)(=O)c1ccc(C(=O)NC(=O)CSc2nncs2)cc1,-13%,2%,nt,-8%,nt,nt,nt,-10%,-2
Cc1cc(-c2ccc(S(=O)(=O)N3CCN(c4ccc(F)cc4)CC3)s2)on1,-21%,14%,13,2%,0.2,-12,-1.1,3%,-9
COc1ccccc1-c1cc(C(=O)Nc2ccc(F)cc2F)no1,-11%,35%[activator],-3,8%,-1.1,2,-1.3,27%,-4
C/C(=N\NC(=O)c1cccnc1)c1ccc(Br)cc1,-9%,21%,-7,-4%,0.0,-1,-0.3,-2%,1
COc1cc(OC)c(NC(=O)CCCn2c(=O)oc3ccccc32)cc1Cl,-14%,17%[57.1 µM],-1,10%,0.1,-2,-0.5,16%[57.1 µM],-5
C[C@H](NC(=O)c1nc[nH]c1C(=O)OCc1ccccc1)c1ccccc1,-26%,15%,0,-20%,-0.5,-1,-0.6,-3%,3
O=C(Cc1ccccc1)NC(C(=O)O)C(O)c1ccc([N+](=O)[O-])cc1 (stereo unspecified),-18%,9%,5,14%,1.0,9,1.1,0%,-1
CCn1ncc(Br)c1C(=O)NC1CCCCCCC1,0%,2%,7,21%,-0.8,1,-0.5,-3%,-6
Cc1ccc(CSc2nnc(-c3cnccn3)n2C)cc1,?,19%[57.1 µM],nt,-4%,-0.1,-1,nt,6%[57.1 µM],2

# Taken from above.
# `Cc1ccc(OCCCCn2c(CCNC(=O)C(C)(C)C)nc3ccccc32)cc1` in PI4K2A inh = 0
# `C[C@H](NC(=O)c1nc[nH]c1C(=O)OCc1ccccc1)c1ccccc1` in IDH1 R132H inh = -20%

# Next compounds follow:
SMILES,USP1 inh,rTrxR1 inhibitor,D2 antagonist,IDH1 R132H inh,TRHR ag,TRHR enhancer,D2 ag,TrxR1 substrate,PI4K2A inh
COc1ccc(C)cc1NC(=O)c1ccc(NC(=O)CC2SC(N3CCCC3)=NC2=O)cc1 (stereo unspecified),-16%,15%[57.1 µM],7,1%,-0.2,6,0.6,5%[57.1 µM],0
CCN(Cc1ccccc1)C(=O)Cn1c(=O)n(-c2ccc(Cl)cc2)c(=O)c2c(C)c(C)sc21,1%,17%,nt,6%,0.1,-3,-0.2,0%,3
CCC(SC1=N/C(=C/c2ccccc2OC)C(=O)N1c1ccccc1)C(=O)Nc1cc(C)on1 (stereo unspecified),-21%,3%,-13,13%,0.3,3,0.1,-3%,-17
CCOc1ccc(NS(=O)(=O)c2cc(NC(=O)c3cccc(C)c3)ccc2Cl)cc1,-15%,-1%,15,6%,0.1,1,-0.5,0%,-6
Cc1nc(SCC(=O)NCc2cccs2)nc(C)c1C,-17%,20%[57.1 µM],-1,1%,-0.1,0,0.7,7%,-10
COCCN(C(=O)CSc1nnc(-c2ccc(C)cc2)n1N)c1c(N)n(Cc2ccccc2)c(=O)[nH]c1=O,2%,-15%,26,-1%,0.1,-2,-1.1,-8%,1
O=C(COC(=O)COc1ccccc1)NC12CC3CC(CC(C3)C1)C2,-12%,16%,34*,3%,-0.8,0,-0.1,-6%,4
CCOc1cc(NC(=S)Nc2ccccc2)c(OCC)cc1NC(=O)c1ccccc1,-9%,-8%,nt,-1%,nt,nt,nt,-10%,2
CCCCn1c(N)c(N(CCOC)C(=O)c2ccc(S(=O)(=O)N3CCCCC3)cc2)c(=O)[nH]c1=O,-7%,10%,-12,-1%,0.8,3,0.0,1%,1
CCOC(=O)C(NC(=O)c1cccc(Cl)c1)(OCc1ccccc1)C(F)(F)F (stereo unspecified),-21%,8%[57.1 µM],nt,-14%,0.2,1,nt,-24%[57.1 µM],-3
CCOC(=O)c1c(-c2ccc(OCC)cc2)csc1NC(=O)CCN1C(=O)c2ccccc2C1=O,nt,nt,0,nt,-0.1,27,0.7,nt,nt
COc1cccc(N2CCN(Cc3ncc(-c4ccccc4)o3)CC2)c1,-11%,34%[57.1 µM],48*,5%,-1.2,1,-1.5,-11%,1
CCN(c1ccccc1)c1nnc(NC(=O)Nc2ccc(Br)cc2F)s1,-4%,4%,nt,0%,0.2,-4,0.9,-5%,-1
CCN(CC)S(=O)(=O)c1cccc(NC2=NCCCCC2)c1,-5%,16%,-2,-14%,0.0,9,0.2,0%,-4
CC(C)(C)NC(=O)COC(=O)c1snc(C(=O)NC2CCCCC2)c1N,-2%,-26%,14,-4%,-0.5,14,1.7,33%[activator],-4
C=CCSC1=C(C#N)C(c2ccccc2OCC)CC(=O)N1 (stereo unspecified),-21%,14%,-3,1%,-0.7,7,0.9,7%,4
CCOc1ccccc1N1Cc2cc(C)c(C)cc2C1,-10%,-6%[57.1 µM],-18,-8%,-0.3,-3,0.5,2%[57.1 µM],-5
COc1ccccc1C(=O)NCCC(=O)N1CCN(c2cccc(C(F)(F)F)c2)CC1,-12%,3%,9,7%,-0.2,11,0.1,-1%,0
CCC(=O)Nc1ccc2nc(C3CC3)n(Cc3ccc(C(C)(C)C)cc3)c(=O)c2c1,-14%,29%[57.1 µM],8,3%,1.3,4,-0.5,0%[57.1 µM],8
CC(C)Oc1nc(-c2ccccc2Cl)nc2ccccc12,-8%,26%[11.4 µM],-4,3%,0.1,-6,0.6,4%[11.4 µM],-1
CCn1ccnc1CN(C)Cc1nc(-c2ccccc2)no1,-18%,15%,nt,24%,-3.6,4,nt,5%,-1
CN(C(=O)COc1ccccc1)c1nnc(C23CC4CC(CC(C4)C2)C3)s1,-13%,13%[57.1 µM],23,-7%,-0.5,-5,-2.1,1%[57.1 µM],-4
O=C(Nc1ccc(F)cc1F)N1CCN(c2ccc(Cl)c(Cl)c2)CC1,-5%,20%,nt,6%,0.7,-3,-0.6,1%,5
